RAD54 branch = RAD54 (human) branch migration inhibition | RAD54 Holliday junction branch migration, FAM/BHQ fluorescence | inhibition, % at 10.4 µM | 0.14% of 360,000 active | AID 602329;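 active = mean normalized replicate activity at least 40 and at least half of replicates scoring 40 or more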;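 note: 0% = median of neutral control wells and 100% = median of positive control wells; inhibitors cause a drop in the FAM fluorescence signal; in these data hits start at about 50%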
PglD inh = PglD (C. jejuni) enzyme inhibition. purified PglD enzyme, DTNB colorimetric CoA detection. inhibition, % at 12.5 µM. 0.098% of 360,000 active. AID 602405; in the data active = inhibition above about 16%, passing the limit was not always enough; note: strong numbers were not always called active
PGC1a acetyl inh = PGC1a acetylation modulation, inhibitor mode; 0.17% of 350,000 active; inhibition, % at 15.6 µM; U2OS PGC1a acetylation, AlphaScreen anti-acetyl-lysine; with virally co-expressed GCN5 acetyltransferase; AID 651687;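 active = every replicate shows inhibition of at least 40%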;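 note: 0% = neutral control wells and 100% = positive control wells; some results beyond the cut were filed as inactive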
RAD52 anneal inh = blocks human RAD52 DNA annealing; P43351; inhibition, % at 18.7 µM; 0.46% of 360,000 active; recombinant RAD52 DNA annealing, FRET fluorescence; AID 651710;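 active = every replicate showing at least 50% inhibition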
Target sequence (P43351 whole entry, looked up): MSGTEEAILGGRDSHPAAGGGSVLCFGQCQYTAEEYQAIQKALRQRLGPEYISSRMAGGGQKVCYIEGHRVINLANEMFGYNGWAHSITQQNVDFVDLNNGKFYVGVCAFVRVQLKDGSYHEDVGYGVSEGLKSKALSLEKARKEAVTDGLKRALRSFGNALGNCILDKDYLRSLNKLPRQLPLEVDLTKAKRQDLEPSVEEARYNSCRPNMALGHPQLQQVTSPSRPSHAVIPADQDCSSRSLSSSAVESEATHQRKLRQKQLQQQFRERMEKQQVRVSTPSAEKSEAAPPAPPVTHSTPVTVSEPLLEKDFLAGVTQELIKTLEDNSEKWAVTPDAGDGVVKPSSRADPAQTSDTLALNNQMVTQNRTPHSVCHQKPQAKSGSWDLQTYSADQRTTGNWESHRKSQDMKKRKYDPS
ERAP1 HTS inh = ERAP1 (human) enzyme inhibition; Q9NZ08; recombinant ERAP1, Leu-AMC fluorescence, 60 min; inhibition, % at 10.7 µM; 0.15% of 340,000 active; AID 652197;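 active = mean replicate inhibition of at least 30%, or all replicates individually reaching that 30% level; inactive = mean below 30% and not every replicate reaching it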;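 note: 0% = neutral control wells and 100% = L-leucinethiol positive control wells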
E-selectin induc = induces E-selectin expression in human endothelial cells; P16581; HUVEC E-selectin immunofluorescence imaging; normalized: neutral wells 0, TNF-alpha wells 100; activation, % at 7.58 µM; 0.37% of 260,000 active; AID 686992;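 active = mean E-selectin-positive cell signal at least 10% of the positive control, reached in at least 60% of replicates, without over 20% cell loss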;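 note: in these data hits start at about 27%; measured in HUVEC primary endothelial cells; signal is the percent of cells scored E-selectin positive by PE staining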
Target sequence (P16581 whole entry, looked up): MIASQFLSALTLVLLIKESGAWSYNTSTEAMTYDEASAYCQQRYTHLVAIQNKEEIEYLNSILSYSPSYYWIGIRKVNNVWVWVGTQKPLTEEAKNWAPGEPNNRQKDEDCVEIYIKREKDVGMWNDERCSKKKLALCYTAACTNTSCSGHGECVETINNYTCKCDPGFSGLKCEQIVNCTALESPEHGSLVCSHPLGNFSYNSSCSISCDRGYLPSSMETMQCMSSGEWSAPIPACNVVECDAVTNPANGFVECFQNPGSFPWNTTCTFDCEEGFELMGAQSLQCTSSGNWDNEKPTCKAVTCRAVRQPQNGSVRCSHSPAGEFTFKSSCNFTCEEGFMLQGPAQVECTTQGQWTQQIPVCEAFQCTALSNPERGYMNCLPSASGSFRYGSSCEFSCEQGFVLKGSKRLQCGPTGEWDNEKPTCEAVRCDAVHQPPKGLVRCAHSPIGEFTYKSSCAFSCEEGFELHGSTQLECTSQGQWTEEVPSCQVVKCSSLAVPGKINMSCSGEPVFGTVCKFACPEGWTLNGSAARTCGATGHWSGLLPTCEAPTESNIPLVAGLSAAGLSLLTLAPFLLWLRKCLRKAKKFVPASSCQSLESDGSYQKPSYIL
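Assay system: HUVEC primary endothelial cells. Input: 3,000 HUVEC seeded per well. Doses: one compound dose added by pin transfer. Read-out basis: % PE-positive cells. Benchmarks: TNF-alpha high, DMSO low. Detection: immunofluorescence imaging. Buffer or medium: EGM-2, gelatin.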
miR122 inh = inhibitors of miR-122 in Huh7 cells | AID 602342 | Huh7 miR-122 Renilla luciferase sensor, 48 h; neutral wells = 0, positive control = 100 | 0.3% of 340,000 active | activation (reporter increase), % at 12.5 µM;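 active = mean replicate activation score at least 90 and every replicate individually at or above 90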;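 note: higher luciferase means less miR-122 activity so hits act as miR-122 inhibitors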
Cneo AK release = causes C. neoformans cell lysis; adenylate kinase release luminescence, 4 h; normalised: neutral wells 0, clomiphene wells 100; lysis activity, % at 15 µM; 0.2% of 360,000 active; AID 651654;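 active = mean lysis activity across replicates of at least 80%, whatever share of replicates individually reach that level; inactive = mean lysis activity below 80%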
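Assay system: C. neoformans cells. Amount: yeast cell density of 5 × 10^6 cells/mL. Technique: AK luminescence. Buffer or medium: YPD. Times: static 4 h at 37 °C with compound, 1 h detection. Dosing: single-point compound dose. Read-out: lysis from increased AK signal.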
An asterisk follows results filed as active; / = not tested or not shown; & = joins results of further samples; [ ] = another dose, or the depositor's remark.

SMILES	RAD54 branch	PglD inh	PGC1a acetyl inh	RAD52 anneal inh	ERAP1 HTS inh	E-selectin induc	miR122 inh	Cneo AK release
COc1ccccc1C(=O)N/C(=C\c1ccc(Br)cc1)C(=O)N1CCCC1	-5.9	8.2	9.4	-0.7	0.9	/	8.9	-1.4
O=C(Nc1cc(Cl)cc(Cl)c1)N[C@H]1CC[C@H](CCNS(=O)(=O)c2cccc(F)c2)O[C@@H]1CO	-4.4	1.5	1.6	-35.0	-0.4	0.3	/	-6.0
CO/N=C\C(=N\Nc1ccc(OC)cc1)C(=O)c1ccccc1	-3.9	-4.0	-5.5	/	/	/	-6.3	-2.2
CCCC(=O)Nc1ccc2c(c1)OC[C@@H](C)N(Cc1ccncc1)C[C@@H](C)[C@H](OC)CN(C)C2=O	-2.2	1.3	2.1	19.6	2.8	-0.1	-9.4[16.7 µM]	-0.5
COc1ccc(-c2[nH][nH]c(=O)c2NC(=O)c2ccc([N+](=O)[O-])cc2)cc1	6.3	-0.8	-0.7	-2.1	1.0	0.2	-3.8	-10.4
CC1(c2nnc(-c3ccccc3)o2)CC(c2ccncc2)=NO1 (stereo not given)	3.7	-1.7	5.7	-1.7	-2.5	-0.2	-1.9	-0.6
COc1ccc(/C=C2\CCC(C3CCCC3)C2=O)c(OC)c1OC (stereo not given)	2.7	8.5	/	-16.1	0.8	-0.8	-0.3	-0.5
CCOc1ccc(CSC(=N)N)cc1Cl	-15.7	-6.8	-14.3	4.7	1.6	10.5	2.8	1.7
O=C(O)CN1C(c2ccccc2O)Nc2ccc(Br)cc2C1c1ccccc1 (stereo not given)	/	/	-3.8	-14.4	-0.7	/	5.1	/
COc1ccc(O)c(C(=O)c2cnn(-c3ccccc3)c2)c1	-0.1	-1.0	8.6	-17.1	1.6	0.7	1.8	0.3
CC1CCCCC1NC1=NCCS1 (stereo not given)	6.1	-2.1	-8.6	/	/	/	8.7	0.3
Cc1cc(C)c(C)c(S(=O)(=O)N2CCNC(=O)C2)c1C	0.1	3.9	11.6	-16.9	-0.8	13.4	-1.4	2.2
N/C(=N\c1nc2ccccc2o1)NC(=O)c1ccccc1NC(=O)c1ccccc1	4.9	0.0	20.2	/	/	/	3.5	1.6
CC[C@]12c3[nH]c4cc(-c5ccco5)ccc4c3CCN1C(=O)[C@@H](CC(=O)NCC13CC4CC(CC(C4)C1)C3)C[C@@H]2C(=O)N1CCN(C(=O)c2ccco2)CC1	4.0	10.2	5.8	-4.4	0.1	3.3	-13.1	0.8
CCOCCCNC(=O)C1CCCN(S(=O)(=O)CC)C1 (stereo not given)	-3.9	1.7	-7.0	/	/	/	-1.5	0.4
CSc1nnc(-c2sccc2OCc2ccccc2)n1C	-9.6	0.9	/	/	/	/	4.7	0.6
N#C[C@@H]1[C@H](c2ccccc2)[C@H](CO)N1S(=O)(=O)c1ccc(-c2ccccc2)cc1	-7.4	3.6	-37.9	-13.0	-1.6	-0.3	/	0.3
CO[C@H]1CN(C)C(=O)c2ccc(NC(=O)C3CC3)cc2OC[C@@H](C)N(C(=O)c2ccccc2)C[C@H]1C	-27.4	-3.4	15.6	4.3	2.0	0.1	/	-6.9
Cc1cc(O)c(C(C)C)cc1N=Cc1ccc(N(C)C)cc1	/	/	1.0	-2.5	-7.8	-0.1	-7.0	/
C[C@H](CO)N1C[C@H](C)[C@H](CN(C)Cc2ccc3c(c2)OCO3)Oc2ccc(NC(=O)Nc3ccc4c(c3)OCO4)cc2CC1=O	8.6	-1.6	-12.1	-0.8	0.1	0.0	-0.7[16.7 µM]	-0.2
CC(=O)NC(CC(=O)Nc1nc(C)cs1)c1ccccc1 (stereo not given)	/	/	/	-5.5	-4.2	0.6	6.5	/
COc1cc(CN2C[C@@H]3N[C@H](C2)C3c2ccc(-c3cccc(OC)c3)cc2)cc(OC)c1 (stereo not given in full)	/	/	-69.1&-98.4	59.4*	0.4&0.7	-0.2&-0.2	/	/
CC(C)[C@H](NC(=O)c1ccco1)C(=O)OCC(=O)N1CCc2ccccc21	-2.4	-2.5	3.5	/	/	/	-2.9	-0.3
CCNC(=O)COc1ccc(C=O)cc1OC	6.6	-7.2	1.2	/	/	/	1.2	2.1
CO[C@@H]1CN(C)C(=O)c2cc(NC(=O)C3CCOCC3)ccc2OC[C@@H](C)N(Cc2cccnc2)C[C@H]1C	3.1	-3.2	14.0	-1.4	/	-0.1	/	-2.7
COc1ccccc1NC(=O)/C(C#N)=C/C=C/c1ccco1	-7.3	3.5	3.9	/	/	/	25.3	0.4
COCC(=O)Nc1ccc2c(c1)OC[C@H](C)N(C(=O)c1ccncc1)C[C@@H](C)[C@@H](OC)CN(C)C2=O	1.2	-1.6	8.1	-15.3	-1.2	0.0	-9.7[16.7 µM]	0.1
Nc1nc(CSCCO)nc(Nc2ccccc2)n1	-3.8	-4.7	2.6	/	/	/	-5.1	0.0
COc1ccc(C(=O)NCC(=O)OCC(=O)c2c[nH]c3ccccc23)cc1	-5.1	0.5	-12.6	-50.5	3.5	0.1	-10.2	0.2
O=C(CCc1nc(-c2ccc(Cl)cc2)no1)OCc1ccc(Br)cc1	5.5	5.2	12.5	/	/	/	-0.6	-0.5
C[C@H]1CN([C@@H](C)CO)C(=O)Cc2cc(NC(=O)Nc3ccc(F)cc3)ccc2O[C@H]1CN(C)S(=O)(=O)c1ccc(Cl)cc1	1.7	-0.8	4.6	-3.1	-2.1	-14.1	2.7[16.7 µM]	4.4
COc1ccc(CN(C)C[C@H]2Oc3ccc(NC(=O)CCN4CCOCC4)cc3CC(=O)N([C@@H](C)CO)C[C@@H]2C)cc1	8.2	-0.9	-3.3	6.3	0.1	-3.1	3.5[16.7 µM]	0.4
CSc1ccccc1OCc1cc(C(=O)N2CCc3[nH]cnc3C2c2ccccn2)no1 (stereo not given)	2.5	-3.1	/	-6.1	-0.3	-0.9	/	8.1
C[C@H](CO)N1C[C@H](C)[C@@H](CN(C)Cc2ccc(C(=O)O)cc2)Oc2ccc(NC(=O)Cc3cn(C)c4ccccc34)cc2CC1=O	/	/	1.4	-6.1	0.0	1.8	/	/
Cc1ccc(-c2nc3cccnc3s2)cc1NS(=O)(=O)c1ccc2c(c1)OCCO2	-3.7	4.9	-5.1	-68.9	4.0	/	31.7	0.5
COc1ccc(C)c2sc(NC(=O)C3=COCCO3)nc12	11.7	1.4	-3.3	-14.6	2.6	-0.1	-2.4	-8.7
O=C(OCC(=O)c1ccc[nH]1)c1ccc(Cl)nc1	-13.8	1.0	/	-3.9	-2.5	0.2	/	4.4
COCCNC(=O)c1ccc(N2CC3CC(C2)c2cccc(=O)n2C3)c(NC(=O)c2c(F)cccc2F)c1 (stereo not given)	3.0	1.7	2.3	-2.4	-3.6	/	-4.9	-5.4
C[C@H]1CN([C@@H](C)CO)C(=O)c2ccccc2-c2ccccc2CO[C@H]1CN(C)CC1CC1	6.4	0.9	3.9	0.6	/	-3.1	/	0.9
COc1ccc(N2CCN(C(=O)COC(=O)CCc3ccccc3)CC2)cc1	1.4	-3.2	6.2	-6.9	0.2	0.6	-5.6	-1.0
C=CCOC(=O)C1=C[C@H](c2ccccc2)[C@@H](CCCO)[C@H](OCC)O1	0.7	-2.7	-15.2	-14.2	2.3	-0.2	-3.1	1.6
O=c1[nH]c2ccccc2n1C1=CCNCC1	14.7	3.5	/	-0.4	1.1	-0.2	/	3.7
CSc1ccccc1NC(=O)CN(C)CC(=O)c1[nH]c(C)c(C(C)=O)c1C	9.3	8.2	1.6	-24.0	10.7	0.1	3.5	0.3
CCOC(=O)C1CCN(C(=O)Cc2c(C(=O)O)n(C)c3ccccc23)CC1	-1.4	5.2	-8.4	/	/	/	-2.7	0.1
CC(=O)NCC(=O)OCC(=O)N1c2ccccc2Sc2ccccc21	7.7	-6.2	-2.9	-9.4	-4.1	/	4.3	0.7
COc1cc(/C=C/c2cccc[n+]2C)ccc1OCC(=O)Nc1ccccc1C	3.4	-4.6	/	2.8	3.3	-0.3	/	-4.5
COc1ccc2[nH]c(=O)c(CN(Cc3nnnn3CCc3ccccc3)CC3CCCO3)cc2c1 (stereo not given)	-6.1	2.6	-3.5	/	/	/	9.7	-6.1
CC(=O)Nc1ccc(S(=O)(=O)NC2=C(N3CCN(Cc4ccccc4)CC3)C(=O)c3ccccc3C2=O)cc1	-7.3	5.2	-14.8	1.8&0.0	1.1&-2.7	-0.3&-0.9	-6.4	-1.2
O=C(Cc1cccs1)NCCc1ccc(Cl)cc1	3.2	-1.3	/	-7.5	2.3	0.2	/	2.0
C[C@H](CO)N1C[C@H](C)[C@@H](CN(C)CC2CCCCC2)Oc2ccc(NC(=O)Nc3ccccc3)cc2CC1=O	9.8	4.8	-13.2	11.0	2.2	-0.2	-7.7[16.7 µM]	-1.0
CCOCC(O)CNc1ccccc1 (stereo not given)	-12.3	5.1	9.8	/	/	/	-3.6	0.0
CCN(C(=O)COC(=O)c1cc(-c2ccccc2)nn1-c1ccccc1)C1CCS(=O)(=O)C1 (stereo not given)	-5.7	9.0	-3.9	-7.2	2.1	0.7	3.8	1.3
C[C@@]12CCC=C[C@H]1[C@H](c1ccc3ccccc3c1/C=C/c1ccccc1)N(Cc1ccccc1)C2=O	12.0	1.3	/	-2.5	-0.1	0.2	/	-4.5
COc1ccc(NC(=O)c2cc3c(s2)CCC3)cc1S(=O)(=O)N1CCOCC1	-2.4	-2.2	-10.4	/	/	/	10.5	-0.3

Grouped by structure: the compounds so far with an NH in an aromatic ring (8)
SMILES	RAD54 branch	PglD inh	PGC1a acetyl inh	RAD52 anneal inh	ERAP1 HTS inh	E-selectin induc	miR122 inh	Cneo AK release
COc1ccc(-c2[nH][nH]c(=O)c2NC(=O)c2ccc([N+](=O)[O-])cc2)cc1	6.3	-0.8	-0.7	-2.1	1.0	0.2	-3.8	-10.4
CC[C@]12c3[nH]c4cc(-c5ccco5)ccc4c3CCN1C(=O)[C@@H](CC(=O)NCC13CC4CC(CC(C4)C1)C3)C[C@@H]2C(=O)N1CCN(C(=O)c2ccco2)CC1	4.0	10.2	5.8	-4.4	0.1	3.3	-13.1	0.8
COc1ccc(C(=O)NCC(=O)OCC(=O)c2c[nH]c3ccccc23)cc1	-5.1	0.5	-12.6	-50.5	3.5	0.1	-10.2	0.2
CSc1ccccc1OCc1cc(C(=O)N2CCc3[nH]cnc3C2c2ccccn2)no1 (stereo not given)	2.5	-3.1	/	-6.1	-0.3	-0.9	/	8.1
O=C(OCC(=O)c1ccc[nH]1)c1ccc(Cl)nc1	-13.8	1.0	/	-3.9	-2.5	0.2	/	4.4
O=c1[nH]c2ccccc2n1C1=CCNCC1	14.7	3.5	/	-0.4	1.1	-0.2	/	3.7
CSc1ccccc1NC(=O)CN(C)CC(=O)c1[nH]c(C)c(C(C)=O)c1C	9.3	8.2	1.6	-24.0	10.7	0.1	3.5	0.3
COc1ccc2[nH]c(=O)c(CN(Cc3nnnn3CCc3ccccc3)CC3CCCO3)cc2c1 (stereo not given)	-6.1	2.6	-3.5	/	/	/	9.7	-6.1

Bioassay records (PubChem)
